# QS inhibitor = blocks AIP-induced quorum sensing reporter in S. aureus. S. aureus RN6390 RNAIII-GFP reporter, flow cytometry 3 h. inhibition, % at 2 µM. hit rate 0.3% among 24,000;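 active = share of bacteria positive for the green fluorescent reporter and its mean brightness both inhibited by 50% or more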;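 also: 0% = AIP-stimulated control and 100% = unstimulated bacteria without AIP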
# QS inhibitor GFP MFI % = second read-out of QS inhibitor, no call of its own (marks repeat the call); inhibition, %; measured here: inhibition of GFP MFI
# * hit, by the source's call.
# Below each SMILES – QS inhibitor | QS inhibitor GFP MFI %
(1) O=C(CCN1C(=O)c2ccccc2C1=O)Nc1ccc(F)cc1
  0 | 18
(2) COc1ccc(N2CCN(c3nc4c(c(=O)[nH]c(=O)n4C)n3CCCc3ccccc3)CC2)cc1
  -1 | 2
(3) O=C(Cn1ncc2c1-c1ccccc1OC2)N1CCN(Cc2ccc3c(c2)OCO3)CC1
  -2 | -6
(4) O=C(CCCC1=NS(=O)(=O)c2ccccc2N1)N1CCN(c2ccc(Cl)cc2)CC1
  -3 | -9
(5) COc1cccc(-n2c(C)nc3c(cnn3-c3ccc(C)cc3)c2=O)c1
  -1 | -14
(6) CCOC(=O)N1CCN(C(=O)c2ccc(-n3c(=S)[nH]c4ccccc4c3=O)cc2)CC1
  -41 | -93
(7) COc1ccc(N(CC(=O)N2CCc3ccccc32)S(=O)(=O)c2c(C)noc2C)cc1
  5 | 9
(8) COCCn1c(=S)[nH]c2ccc(N(C)C)cc2c1=O
  -2 | -7
(9) CCCCCn1c(SCc2ccncc2)nc2cc(C(=O)NCc3ccco3)ccc2c1=O
  45 | 71
(10) C=CCn1c(SCC(=O)c2ccccc2)nnc1-c1ccc2c(c1)OCO2
  2 | 9
(11) COc1ccc(C2C(C(C)=O)=C(C)N=c3s/c(=C\c4ccc5c(c4)OCO5)c(=O)n32)c(OC)c1 (configuration not stated)
  1 | 6
(12) O=S(=O)(CCOc1ccccc1)c1nc2ccccc2[nH]1
  -1 | -24
(13) O=C(NC1CCCCCC1)C1c2ccccc2C(=O)N1C1CC1 (configuration not stated)
  -1 | 8
(14) O=C(Nc1ccc(CN2CCOCC2)cc1)c1cc2ccccn2n1
  5 | 7
(15) COc1ccc(OC)c(C2C3=C(CCCC3=O)Nc3nc4ccccc4n32)c1 (configuration not stated)
  4 | 12
(16) CCOc1ccccc1OCCn1nnc2ccccc21
  1 | 9
(17) CCOc1cc(C2C(C#N)=C(N)OC(C)=C2C(C)=O)cc(Br)c1O (configuration not stated)
  0 | -9
(18) Cc1cc(N2C(=O)C(O)=C(C(=O)c3ccc(C)o3)C2c2cccs2)no1 (configuration not stated)
  -1 | -6
(19) Cc1ccc(Cn2c(SCC(=O)NCc3ccco3)nc3ccsc3c2=O)cc1
  39 | 56
(20) CCOc1ccc(CCNC(=O)C2CCC(=O)N2C2CCCCC2)cc1OCC (configuration not stated)
  5 | 29
(21) CCOC(=O)C1=C(C)Nc2ncnn2C1c1ccccc1F (configuration not stated)
  1 | 10
(22) CC(C)(C)c1ccc2c(c1)OCC(C(=O)O)O2 (configuration not stated)
  1 | 6
(23) CCCN1CCN(C(=O)CCCNC(=O)Cn2cnc3sc(C)c(C)c3c2=O)CC1
  1 | 11
(24) CN(C)c1ccc(NC(=O)CN2CCN(CC(=O)Nc3ccc(F)cc3)CC2)cc1
  -6 | -25
(25) O=C(O)c1cccc2c1C(=O)N(C1CCCCC1)C2
  0 | 21
(26) O=C(c1cnn2ccccc12)N1CCc2ccccc21
  -4 | -6
(27) CCOC(=O)NCc1ccc2c(c1)cc(C)n2C
  3 | 28
(28) COc1ccc(CCN(Cc2cc3cccc(C)c3[nH]c2=O)C(=O)N2CCCC2)cc1OC
  2 | 11
(29) O=C(c1cccc(N2C(=O)C3CC=CCC3C2=O)c1)N1CCCCCC1 (configuration not stated)
  -1 | 0
(30) CC1C(=O)CC(c2ccccc2)N(C)C1c1ccccc1 (configuration not stated)
  -5 | -89
(31) Cc1ccc(C)c(-n2c(Cc3cc(=O)[nH]c(=O)[nH]3)nnc2SCC(=O)NCc2ccco2)c1
  -1 | -5
(32) O=C(COC(=O)C1=COCCO1)Nc1ccccc1Oc1ccccc1
  2 | 16
(33) O=C(Cn1ncc2c1-c1ccccc1OC2)N(Cc1ccco1)C1CCCCC1
  -2 | -8
(34) CCC(CC)C(=O)Nc1c2c(nn1-c1ccc(OC)cc1)CS(=O)(=O)C2
  0 | -9
(35) Cc1cccc(N2CCN(CCNC(=O)c3cc4c(s3)CS(=O)(=O)C4)CC2)c1C
  -5 | -1
(36) O=C(NCc1ccc(F)cc1)c1noc2c1CCCC2
  -7 | -16
(37) CCC(C)(C)NC(=O)CN(C(=O)c1snc(C(N)=O)c1N)c1ccc2c(c1)OCO2
  0 | 2
(38) CCOc1ccc(-c2cc(C(=O)N3CCN(C)CC3)c3ccccc3n2)cc1
  -1 | -1
(39) CCc1ccc(NC(=O)CS(=O)CC(=O)NC(C)CCc2ccco2)cc1 (configuration not stated)
  -1 | -5
(40) Cn1c(=O)[nH]c(=O)c2c1nc(N1CCNCC1)n2CCOc1ccccc1
  -2 | -1
(41) COc1ccc(N2C(=O)CC(N3CCN(c4ccc(S(=O)(=O)N5CCCC5)cc4)CC3)C2=O)cc1 (configuration not stated)
  0 | -3
(42) O=C1CC(N2CCOCC2)C(=O)N1c1ccccc1Cl (configuration not stated)
  -2 | -4
(43) O=C(CSc1nc2ccccc2c(=O)[nH]1)c1ccc(O)c(O)c1
  -2 | 1
(44) Cc1ccc(C)c(N2CCN(C(=O)COc3cc(=O)n(C)c4ccccc34)CC2)c1
  -4 | -24
(45) O=C(CNc1ccc(Oc2ccccc2)cc1)N1CCOCC1
  0 | 8
(46) C(=C\c1ccccc1)/CN1CCN(C(c2ccccc2)c2ccccc2)CC1
  1 | 14
(47) O=C(Nc1cccnc1)Nc1ccc(F)c(Cl)c1
  -1 | -2
(48) COc1ccc(-c2ccc(-c3nnc(-c4ccncc4)o3)cc2)cc1
  0 | 13
(49) COc1ccccc1CNC(=O)C1CCCN(S(=O)(=O)c2c(C)[nH]c(=O)[nH]c2=O)C1 (configuration not stated)
  -5 | -46
(50) COc1ccccc1CNC(=O)CCn1c(=O)[nH]c2ccsc2c1=O
  -1 | -21
(51) O=C(c1cc(-c2cccs2)on1)N1CCOCC1
  -4 | 2
(52) NC(=O)COc1ccc(=O)n(-c2ccccc2)n1
  -4 | -7
(53) COc1ccc(S(=O)(=O)Cc2ccc(C(=O)NCc3cccs3)o2)cc1
  8 | 16
(54) CC(NC(=O)c1cc2ccccc2o1)c1cccs1 (configuration not stated)
  1 | 9
(55) CCC(CC)c1nnc(NC(=O)c2c(-c3ccccc3)noc2C)s1
  -2 | -17
(56) CC(C)c1nnc(SCC(=O)NCc2ccco2)n1C
  0 | 5
(57) CCCCCC1CC(=O)N(Cc2ccccc2)C(=O)N1 (configuration not stated)
  1 | -21
(58) CN1CCN(C(=O)c2ccc3c(=O)n(Cc4ccc(Cl)cc4)c(=S)[nH]c3c2)CC1
  -7 | -12
(59) CCCCOC(=O)C1=C(C)Nc2ncnn2C1c1ccc(OCC)c(OC)c1 (configuration not stated)
  -7 | -10
(60) O=C(CN1CCN(CC(=O)c2ccc(F)cc2)CC1)Nc1ccccc1Cl
  7 | 22

# (continued)
# Below each SMILES – QS inhibitor | QS inhibitor GFP MFI %
(61) Cc1nc(CCNC(=O)Cc2ccccc2)cs1
  -2 | 6
(62) Fc1c(F)c(F)c(CSc2nc3ccccc3[nH]2)c(F)c1F
  2 | 4
(63) CCOC(=O)c1c(C)c(C(=O)N(C)C2CCCCC2)c(C)n1C
  0 | -2
(64) Cc1ccc(C2C(C#N)=C(N)Oc3cc4c(cc32)OCO4)cc1 (configuration not stated)
  1 | 4
(65) CCOC(=O)Cn1c(CN2CCN(c3cccc(Cl)c3)CC2)nc2c1c(=O)[nH]c(=O)n2C
  0 | -19
(66) CCN1C(=O)c2ccccc2S(=O)c2ccc(C(=O)NC3CC3)cc21 (configuration not stated)
  0 | 0
(67) O=C(NCc1ccco1)C1CCCN(S(=O)(=O)c2cccc3nsnc23)C1 (configuration not stated)
  1 | 4
(68) CCn1cc(C(=O)NCC2CCCO2)c(=O)c2cc(S(=O)(=O)N3CCCCC3)ccc21 (configuration not stated)
  -8 | -14
(69) CCOc1ccc(OCc2ccc(C(=O)Nc3cccc(C)n3)o2)cc1
  -1 | -8
(70) COc1ccccc1NC(=O)CSc1nnnn1-c1ccc2c(c1)OCO2
  0 | 11
(71) CCN(C(=O)Cn1c(=O)n2nc(CCn3nc(C)cc3C)nc2c2ccccc21)c1cccc(C)c1
  -2 | -14
(72) c1ccc2[nH]c(-c3cscn3)nc2c1
  1 | 3
(73) CCOP(=O)(c1ccc(N(C)C)cc1)C(O)c1ccccc1OC (configuration not stated)
  -3 | -6
(74) COc1ccc(CNC(=O)CCn2c(=O)oc3ccccc32)cc1
  -5 | -3
(75) CCOC(=O)N1CCN(S(=O)(=O)c2ccc(C(=O)Nc3sc4c(c3C#N)CCC4)cc2)CC1
  6 | 14
(76) CC(n1cnnn1)C12CC3CC(CC(C3)C1)C2 (configuration not stated)
  0 | 4
(77) CC(C)NC(=O)CCNS(=O)(=O)c1ccc(Br)cc1
  3 | 9

# Structural class: those above containing an NH in an aromatic ring (14)
# Below each SMILES – QS inhibitor | QS inhibitor GFP MFI %
(2) COc1ccc(N2CCN(c3nc4c(c(=O)[nH]c(=O)n4C)n3CCCc3ccccc3)CC2)cc1
  -1 | 2
(6) CCOC(=O)N1CCN(C(=O)c2ccc(-n3c(=S)[nH]c4ccccc4c3=O)cc2)CC1
  -41 | -93
(8) COCCn1c(=S)[nH]c2ccc(N(C)C)cc2c1=O
  -2 | -7
(12) O=S(=O)(CCOc1ccccc1)c1nc2ccccc2[nH]1
  -1 | -24
(28) COc1ccc(CCN(Cc2cc3cccc(C)c3[nH]c2=O)C(=O)N2CCCC2)cc1OC
  2 | 11
(31) Cc1ccc(C)c(-n2c(Cc3cc(=O)[nH]c(=O)[nH]3)nnc2SCC(=O)NCc2ccco2)c1
  -1 | -5
(40) Cn1c(=O)[nH]c(=O)c2c1nc(N1CCNCC1)n2CCOc1ccccc1
  -2 | -1
(43) O=C(CSc1nc2ccccc2c(=O)[nH]1)c1ccc(O)c(O)c1
  -2 | 1
(49) COc1ccccc1CNC(=O)C1CCCN(S(=O)(=O)c2c(C)[nH]c(=O)[nH]c2=O)C1 (configuration not stated)
  -5 | -46
(50) COc1ccccc1CNC(=O)CCn1c(=O)[nH]c2ccsc2c1=O
  -1 | -21
(58) CN1CCN(C(=O)c2ccc3c(=O)n(Cc4ccc(Cl)cc4)c(=S)[nH]c3c2)CC1
  -7 | -12
(62) Fc1c(F)c(F)c(CSc2nc3ccccc3[nH]2)c(F)c1F
  2 | 4
(65) CCOC(=O)Cn1c(CN2CCN(c3cccc(Cl)c3)CC2)nc2c1c(=O)[nH]c(=O)n2C
  0 | -19
(72) c1ccc2[nH]c(-c3cscn3)nc2c1
  1 | 3

# Assay outcomes deposited in PubChem BioAssay by NMMLSC.

# This is a subset (hit frequency here may not be typical).
